EBNA-1 inhibitor – blocks EBNA-1 binding to DNA; EBNA-1 DNA binding, fluorescence polarization; 300,000 tested, 0.34% active; AID 1950; inhibition, % at 14.8 µM; in the data active = inhibition above about 28%
proCasp7 act – counter-screen: procaspase-7 (human) activation | AID 463210 | P55210 | recombinant procaspase-7, Ac-DEVD-pNA absorbance 405 nm; D23A/D198A/D206A triple mutant, cannot self-cleave; scale: DMSO 0, 5 µM enzyme 100 | 330,000 tested, 0.093% active | activation, % at 8.5 µM;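 active = percent activation above the screen-wide mean plus 3 SD, cut at about 25% in these data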
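Assay system: Uncleavable procaspase-7 mutant enzyme; Input: 2 µM procaspase-7 mutant as dispensed; Also added: DEVD-pNA substrate; Medium: Zinc-free HEPES pH 7.4 with 300 mM NaCl, 0.01% Triton X-100; Timing: 1 h compound preincubation, 2 h substrate cleavage, 25 °C; Measured by: Epi-absorbance of released pNA at 405 nm, two timepoints.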
AHR activator – activates the human aryl hydrocarbon receptor | 320,000 tested, 2.5% active | P35869 | AID 2796 | activation, % at 5 µM | AHR-responsive luciferase reporter cells, luminescence; in the data active = activation above about 47%;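 note: 0% = vehicle wells and 100% = reference agonist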
ZTA DNA inh – ZTA (EBV) inhibition in EBNA-1 counter-screen; inhibition, % at 11 µM; 320,000 tested, 0.15% active; P03206; ZTA-DNA binding, fluorescence polarization; AID 2234; in the data active = inhibition above about 33%
procasp3 activ – procaspase-3 (human) activation; recombinant procaspase-3 D3A, Ac-DEVD-pNA absorbance 405 nm; activation, % at 8.5 µM; 330,000 tested, 0.11% active; AID 463141;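 active = activation above the mean of all tested compounds plus 3 SD, cut at about 21% in these data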;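 note: 0% = DMSO alone and 100% = DMSO wells spiked with extra 5 µM PC-3 D3A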
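Assay system – Procaspase-3 D3A mutant, all three cleavage aspartates alanine · Controls – DMSO-only low control, 5 µM PC-3 D3A high control · Schedule – 1 h compound preincubation, 2 h substrate hydrolysis at 25 °C · Signal – 405 nm absorbance of p-nitroaniline, reads at 0 and 120 min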
MEP2-GFP yeast – alters MEP2-GFP fluorescence in TOR pathway yeast screen | GFP response vs DMSO, % at 10 µM | S. cerevisiae MEP2-GFP strain, flow cytometry GFP, 3 h; 100% = DMSO control level | AID 2016 | 330,000 tested, 0.51% active;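 active = GFP response versus DMSO above a set limit, roughly screen mean plus 3 SD, cut at about 180% in these data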;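 note: median GFP fluorescence of the barcode-gated MEP2-GFP cells per well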
RPL19A TOR yeast – alters RPL19A-GFP fluorescence in TOR pathway yeast screen | S. cerevisiae RPL19A-GFP strain, flow cytometry, 3 h; active compounds read low | percent response vs DMSO, % at 10 µM | 330,000 tested, 0.3% active | AID 2025;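 active = percent response vs DMSO below 50%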;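 note: median channel GFP fluorescence of the barcoded RPL19A-GFP strain; ratio of sample median GFP to plate DMSO average so 100% = DMSO; lower means less RPL19A-GFP as with rapamycin TOR inhibition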
LAP4 TOR yeast – modulators of TOR pathway LAP4-GFP in S. cerevisiae; S. cerevisiae LAP4-GFP multiplex, flow cytometry GFP, 3 h; median GFP as percent of DMSO wells; GFP response vs DMSO, % at 10 µM; 320,000 tested, 0.34% active; AID 2023;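 active = GFP response vs DMSO above a set limit, about the screen mean plus 3 SD, cut at about 150% in these data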
An asterisk follows results filed as active; . = not tested or not shown.

#1 CC(CCc1ccccc1)NC(=O)c1ccc(C(=O)NC(C)CCc2ccccc2)cc1 (stereo unspecified)
#2 O=C(CC12CC3CC(CC(Br)(C3)C1)C2)Nc1cccc(S(=O)(=O)NC2=NCCC2)c1
#3 Cc1cccc(-c2noc(CN(C)S(=O)(=O)c3cc(Cl)ccc3Cl)n2)c1
#4 O=C(CCc1nc2ccccc2s1)OCC(=O)c1ccccc1
#5 CCCCc1nc(N2CCOCC2)c(C#N)c2c1COC(C)(C)C2
#6 C[C@@H](C(=O)NCC1CC1)[C@@H]1C[C@@]1(C)[C@@H](NC(=O)OCc1ccccc1)c1ccccc1
#7 Cc1ccc(N=C(NO)c2nonc2N)c(C)c1
#8 O=S(=O)(c1cnc(Cl)c(Cl)c1)N1CCCc2ccccc21
#9 Cc1nn(C(C)C(=O)N2CCCCC2)c(=O)c2c1sc1ccccc12 (stereo unspecified)
#10 CC(C)N=C1NN=C(c2cccs2)CS1

assay / compound	1	2	3	4	5	6	7	8	9	10
EBNA-1 inhibitor	-4	1	0	0	-5	-1	-10	5	2	-10
proCasp7 act	-3	5	-3	14	8	-4	4	10	8	-9
AHR activator	18	-1	5	6	-1	1	16	0	7	17
ZTA DNA inh	-3	3	10	-4	-24	20	-11	-3	-3	-25
procasp3 activ	3	0	-6	0	-5	-6	1	-3	6	-3
MEP2-GFP yeast	109	98	104	100	105	.	102	105	105	101
RPL19A TOR yeast	95	92	97	101	99	.	102	85	101	99
LAP4 TOR yeast	96	100	105	106	104	.	89	111	102	128

#11 CN1C(=O)[C@@H]2[C@@H]3C[C@@H]([C@H]4ON=C(c5ccccc5OCC#N)[C@@H]34)[C@@H]2C1=O
#12 CN(C)S(=O)(=O)c1cccc(NC(=O)c2ccc3c(c2)OCCO3)c1
#13 Cc1ccc(C2(CCNS(=O)(=O)c3ccc(C)cc3)CCOC(C(C)C)C2)cc1 (stereo unspecified)
#14 CCNC(=O)CC1C(=O)N(c2ccc(C)cc2)C(=O)N1CCc1sccc1C (stereo unspecified)
#15 O=S(=O)(N=C(NS(=O)(=O)c1ccc(Cl)cc1)c1ccccc1)c1ccc(Cl)cc1
#16 CCCn1c(=O)c2c(ncn2C)n(CCC)c1=O
#17 COc1ccc(C(=O)NNC(=O)CSc2nnc(-c3cccnc3)o2)cc1
#18 CN(C)CCCNc1oc(-c2ccc(Cl)cc2)nc1S(=O)(=O)c1ccccc1
#19 CCOC(=O)c1ccc(NC(=O)c2ccc(NC(=O)C3CCCO3)cc2)cc1 (stereo unspecified)
#20 Cc1cc(OC(F)F)ccc1NC(=S)NCCc1ccccc1

assay / compound	11	12	13	14	15	16	17	18	19	20
EBNA-1 inhibitor	0	-4	-5	-9	.	4	-10	.	-12	-5
proCasp7 act	4	9	-11	-5	17	4	-12	4	-2	-5
AHR activator	3	102*	2	3	-2	-3	-1	0	4	-10
ZTA DNA inh	-10	7	-7	-9	.	3	-18	.	-1	15
procasp3 activ	-3	3	-8	6	7	1	0	9	7	-5
MEP2-GFP yeast	120	100	95	86	110	93	99	98	108	101
RPL19A TOR yeast	106	98	104	91	107	99	100	95	107	102
LAP4 TOR yeast	118	90	103	86	116	107	84	96	103	89

#21 COc1cc(CNc2ncn[nH]2)ccc1OCc1cccc(C)c1
#22 Cc1ccc(NC(=O)COC(=O)Cn2ccc(C(F)(F)F)n2)cc1Cl
#23 Cc1ccc(-c2csc3nc(SCC(=O)Nc4ccc(Cl)c(C(=O)O)c4)[nH]c(=O)c23)cc1
#24 COc1ccc(-c2csc3ncnc(N4CCN(C(=O)c5ccco5)CC4)c23)cc1
#25 CC(C)Oc1ccc(C(=O)NCC(=O)N2CCN(S(=O)(=O)/C=C/c3ccccc3)CC2)cc1
#26 CCc1cccc(NC(=O)C2CCCN2C(=O)Nc2ccc(C)cc2)c1 (stereo unspecified)
#27 c1coc(CSSCc2ccco2)c1
#28 COc1ccc2c(CC(=O)N3CCN(S(=O)(=O)c4cccs4)CC3)coc2c1
#29 CCOCCCNC(=O)C1(O)c2ccccc2NC(=O)N1c1ccc(Cl)c(Cl)c1 (stereo unspecified)
#30 Cc1ccc(S(=O)(=O)NC(=O)c2cccc(N(C)C)c2)cc1

assay / compound	21	22	23	24	25	26	27	28	29	30
EBNA-1 inhibitor	-5	.	-1	-4	.	1	.	-10	-22	.
proCasp7 act	-6	5	4	16	-1	-1	-7	3	3	-13
AHR activator	11	-1	1	0	-1	1	2	10	5	0
ZTA DNA inh	-6	-17	13	11	6	1	9	5	13	.
procasp3 activ	1	-7	7	5	2	7	0	-4	9	0
MEP2-GFP yeast	90	100	105	95	97	104	96	108	99	100
RPL19A TOR yeast	93	94	99	90	96	98	96	102	95	96
LAP4 TOR yeast	94	100	99	104	101	97	101	101	106	94

#31 CNC(=O)C1=C(C)NC(=S)NC1c1cccs1 (stereo unspecified)
#32 CC(C)OCP(=O)(c1ccccc1)c1ccccc1
#33 COc1ccc(CC(=O)Nc2cccc(C(C)=O)c2)cc1S(=O)(=O)N1CCOCC1
#34 Fc1c(F)c(F)c(NC2=NCCCCC2)c(F)c1F
#35 COc1ccccc1C(=O)Nc1ccc(CN2CCCCC2)cc1
#36 O=C(CN1CCCCC1)Nc1c2c(nc3ccccc13)N(c1ccccc1)CC2
#37 CCCC(=O)N(Cc1cc(=O)[nH]c2ccccc12)c1ccc(OC)cc1
#38 CCN(CC(=O)Nc1c(F)cccc1F)C(=O)CCSc1ccc(F)cc1
#39 Cc1cc(=O)[nH]c(SCC(=O)Nc2nc3ccccc3s2)n1
#40 CCc1c(C)[nH]c2ccccc2c1=O

assay / compound	31	32	33	34	35	36	37	38	39	40
EBNA-1 inhibitor	-9	11	.	2	-14	25	8	-2	-3	7
proCasp7 act	1	3	3	0	3	-3	3	3	-6	-7
AHR activator	0	-2	2	0	5	132*	8	8	16	4
ZTA DNA inh	-8	13	-14	-11	-23	3	-2	15	-20	11
procasp3 activ	2	2	-9	21	0	1	-1	10	-3	-6
MEP2-GFP yeast	93	92	94	112	104	108	98	98	105	100
RPL19A TOR yeast	95	99	97	106	97	103	98	96	104	95
LAP4 TOR yeast	97	101	100	108	.	103	99	105	106	100

The closing two records of the section above open the next one:
#39 Cc1cc(=O)[nH]c(SCC(=O)Nc2nc3ccccc3s2)n1
#40 CCc1c(C)[nH]c2ccccc2c1=O
#41 Cc1cc(C(=O)CSc2nn3c(=O)c(C(C)(C)C)nnc3s2)c(C)n1C1CC1
#42 CCCN1C2CCCC1CC(NC(=O)c1ccccc1OC)C2 (stereo unspecified)
#43 O=C1C2CC=CCC2C(=O)N1c1ccc(NCCc2ccccc2)c([N+](=O)[O-])c1 (stereo unspecified)
#44 O=C(NCCCn1ccnc1)C1CCN(S(=O)(=O)c2cc([N+](=O)[O-])ccc2Cl)CC1
#45 C/C(CC(=O)Nc1ccc(F)cc1F)=N\NC(=O)C(=O)N1CCCCC1
#46 Cc1ccc(C)c2c1cc(C)c1nnc(SCC(=O)c3cccs3)n12
#47 CC1CCCN(c2c([N+](=O)[O-])cc(C(=O)O)cc2[N+](=O)[O-])C1 (stereo unspecified)
#48 Cc1nn(-c2ccccc2)c(C)c1/C=C/C(=O)OC(C)C(=O)Nc1ncc(Cl)cc1Cl (stereo unspecified)
#49 CCC(Sc1nc2ccccc2[nH]1)C(=O)Nc1ccc(NC(C)=O)cc1 (stereo unspecified)
#50 OCn1ncn(-c2ccccc2)c1=S
#51 O=S(=O)(NCC(c1cccnc1)N1CCN(Cc2ccccc2)CC1)c1cc(F)ccc1F (stereo unspecified)

assay / compound	39	40	41	42	43	44	45	46	47	48	49	50	51
EBNA-1 inhibitor	-3	7	-6	-3	4	.	-6	-2	-6	-4	-8	2	11
proCasp7 act	-6	-7	-1	-3	-15	1	-12	6	4	6	2	0	1
AHR activator	16	4	3	1	0	3	-2	11	0	2	1	1	0
ZTA DNA inh	-20	11	-14	0	3	.	-6	6	-2	14	-11	-2	-7
procasp3 activ	-3	-6	3	10	-12	4	-3	9	3	-3	-3	0	2
MEP2-GFP yeast	105	100	89	109	102	103	118	101	111	117	97	105	106
RPL19A TOR yeast	104	95	98	107	100	104	101	101	100	103	100	102	98
LAP4 TOR yeast	106	100	112	90	101	104	100	111	110	108	101	104	106

13 of the compounds above, bar-delimited.
no. | structure | EBNA-1 inhibitor | proCasp7 act | AHR activator | ZTA DNA inh | procasp3 activ | MEP2-GFP yeast | RPL19A TOR yeast | LAP4 TOR yeast
38 | CCN(CC(=O)Nc1c(F)cccc1F)C(=O)CCSc1ccc(F)cc1 | -2 | 3 | 8 | 15 | 10 | 98 | 96 | 105
39 | Cc1cc(=O)[nH]c(SCC(=O)Nc2nc3ccccc3s2)n1 | -3 | -6 | 16 | -20 | -3 | 105 | 104 | 106
40 | CCc1c(C)[nH]c2ccccc2c1=O | 7 | -7 | 4 | 11 | -6 | 100 | 95 | 100
41 | Cc1cc(C(=O)CSc2nn3c(=O)c(C(C)(C)C)nnc3s2)c(C)n1C1CC1 | -6 | -1 | 3 | -14 | 3 | 89 | 98 | 112
42 | CCCN1C2CCCC1CC(NC(=O)c1ccccc1OC)C2 (stereo unspecified) | -3 | -3 | 1 | 0 | 10 | 109 | 107 | 90
43 | O=C1C2CC=CCC2C(=O)N1c1ccc(NCCc2ccccc2)c([N+](=O)[O-])c1 (stereo unspecified) | 4 | -15 | 0 | 3 | -12 | 102 | 100 | 101
44 | O=C(NCCCn1ccnc1)C1CCN(S(=O)(=O)c2cc([N+](=O)[O-])ccc2Cl)CC1 | . | 1 | 3 | . | 4 | 103 | 104 | 104
45 | C/C(CC(=O)Nc1ccc(F)cc1F)=N\NC(=O)C(=O)N1CCCCC1 | -6 | -12 | -2 | -6 | -3 | 118 | 101 | 100
46 | Cc1ccc(C)c2c1cc(C)c1nnc(SCC(=O)c3cccs3)n12 | -2 | 6 | 11 | 6 | 9 | 101 | 101 | 111
47 | CC1CCCN(c2c([N+](=O)[O-])cc(C(=O)O)cc2[N+](=O)[O-])C1 (stereo unspecified) | -6 | 4 | 0 | -2 | 3 | 111 | 100 | 110
48 | Cc1nn(-c2ccccc2)c(C)c1/C=C/C(=O)OC(C)C(=O)Nc1ncc(Cl)cc1Cl (stereo unspecified) | -4 | 6 | 2 | 14 | -3 | 117 | 103 | 108
49 | CCC(Sc1nc2ccccc2[nH]1)C(=O)Nc1ccc(NC(C)=O)cc1 (stereo unspecified) | -8 | 2 | 1 | -11 | -3 | 97 | 100 | 101
50 | OCn1ncn(-c2ccccc2)c1=S | 2 | 0 | 1 | -2 | 0 | 105 | 102 | 104

Screens as filed in PubChem.
